Bioassay records (PubChem BioAssay)
M1 antag – blocks human M1 muscarinic receptor; P11229; CHO-K1 hM1, Fluo-8 calcium fluorescence, ACh EC80 antagonist; inhibition, % at 3 µM; actives 1.3% (n = 360,000); AID 588852;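 active means percent inhibition above its own plate's cutoff, namely the mean of that plate's compound wells plus 3 SD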;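 further: peak over basal fluorescence ratio during 140 s after agonist addition; 0% = ACh EC80 plus DMSO and 100% = DMSO alone without agonist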
Target sequence (P11229 whole entry, looked up): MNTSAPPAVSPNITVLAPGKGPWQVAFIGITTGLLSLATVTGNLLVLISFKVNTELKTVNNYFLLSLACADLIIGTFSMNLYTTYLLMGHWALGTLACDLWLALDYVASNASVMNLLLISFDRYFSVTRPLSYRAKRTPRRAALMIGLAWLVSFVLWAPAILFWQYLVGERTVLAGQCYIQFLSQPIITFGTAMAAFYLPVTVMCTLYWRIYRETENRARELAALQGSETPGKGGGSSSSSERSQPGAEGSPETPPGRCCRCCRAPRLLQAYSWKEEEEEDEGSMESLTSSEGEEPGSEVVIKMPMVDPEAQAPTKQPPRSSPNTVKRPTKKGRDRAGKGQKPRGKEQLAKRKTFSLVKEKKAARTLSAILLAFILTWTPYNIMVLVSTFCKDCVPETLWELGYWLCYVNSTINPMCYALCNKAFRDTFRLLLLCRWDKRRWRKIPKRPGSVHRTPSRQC
CHO-K1 Ca ag – counter-screen for M1 agonists: effect in parental CHO-K1 cells; actives 0.48% (n = 360,000); Fluo-8 calcium fluorescence; scaled to maximal ATP response, vehicle zero; activation, % at 3 µM; in the data active means activation above about 15%;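 further: untransfected CHO-K1 host cells lacking M1 receptor as counterscreen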
CHO-K1 Ca PAM – nonselective activator or artifact in parental CHO-K1 calcium assay; activation, % at 3 µM; actives 0.02% (n = 360,000); AID 602247; ATP EC20, Fluo-8 calcium fluorescence; 0% at ATP EC20, 100% at ATP max;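 active means activation above the run cutoff, the mean activation of all test compounds plus 3 SD, cut at about 40% in these data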;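 further: peak over basal fluorescence ratio in a 140 s read after ATP addition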
TAAR1 antagonist – human TAAR1 antagonism | inhibition, % at 3 µM | CHO RD-HGA16 TAAR1, Fluo-8 calcium fluorescence, antagonist | actives 1.5% (n = 360,000) | AID 624466;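 active means inhibition above a per-plate cutoff, the mean inhibition of test compounds on that plate plus 3 SD, cut at about 49% in these data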;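 further: 0% = DMSO plus EC80 beta-PEA response and 100% = DMSO alone without agonist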
Target sequence (Q96RJ0 whole entry, looked up): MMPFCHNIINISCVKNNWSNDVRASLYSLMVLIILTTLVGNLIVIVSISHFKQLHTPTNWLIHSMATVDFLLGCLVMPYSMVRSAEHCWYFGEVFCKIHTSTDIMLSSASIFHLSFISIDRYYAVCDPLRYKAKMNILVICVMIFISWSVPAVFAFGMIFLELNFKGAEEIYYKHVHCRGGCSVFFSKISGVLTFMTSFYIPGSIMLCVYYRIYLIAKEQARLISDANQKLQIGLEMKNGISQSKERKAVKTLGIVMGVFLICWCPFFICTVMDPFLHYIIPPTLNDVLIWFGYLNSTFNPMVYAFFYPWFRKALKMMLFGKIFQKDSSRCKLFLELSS
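Test system – hTAAR1-expressing CHO RD-HGA16 cells, Gα16-coupled · Reagent – β-PEA at EC80 concentration, post-compound challenge · Compound dosing – 3 µM, single point · Timing – 140 s kinetic read after compound, 140 s after agonist · Detection – Fluo-8 intracellular calcium dye fluorescence, real-time kinetic reads · Control set – DMSO and EC80 PEA controls · Repeats – n of 1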
CHO parental Ca – counter-screen: ATP calcium response change in parental CHO cells; parental CHO-K1, ATP-induced calcium, Fluo-8 fluorescence; inhibition, % at 5.6 µM; actives 0.63% (n = 330,000); AID 463079;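 active means inhibition above that plate's mean sample inhibition plus 3 SD, cut at about 26% in these data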;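 further: 0% = ATP-challenged DMSO wells and 100% = DMSO wells without ATP; some compounds past the cut are filed as inactive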
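Material – parental CHO cells · Reagent – ATP stimulus · Compound – single nominal dose of 5.6 µM per compound · Detection – Fluo-8 fluorescence · Read-out basis – percent inhibition of calcium signal · Controls – ATP-challenged DMSO wells low, unchallenged DMSO wells high · Repeats – no replicates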
M1 PAM – potentiates human M1 receptor response to acetylcholine; P11229; CHO-K1 hM1, Fluo-8 calcium fluorescence, ACh EC20; 0% = ACh EC20, 100% = maximal ACh; activation, % at 3 µM; actives 0.088% (n = 360,000); AID 588819; in the data active means activation above about 19%, passing the limit was not always enough
TAAR1 agonist – agonists of human TAAR1 | Q96RJ0 | CHO RD-HGA16 TAAR1, Fluo-8 calcium fluorescence; vehicle wells 0%, saturating PEA agonist 100% | activation, % at 3 µM | actives 0.99% (n = 360,000);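 active means activation above the mean activation of all test compounds in the run plus 3 SD, cut at about 38% in these data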
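System: CHO-derived RD-HGA16 cells with stable Gα16 and human TAAR1 / Times: 17-24 h plating, Fluo-8 75 min 37 °C, 30 min RT / Technique: calcium-sensitive Fluo-8 signal, excitation 470-495, emission 515-575 nm / Measure: % activation relative to PEA EC100 response / Benchmarks: DMSO and PEA EC100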
M1 ag – human M1 muscarinic receptor agonism; P11229; CHO-K1 hM1, Fluo-8 calcium fluorescence, agonist mode; 0% DMSO, 100% acetylcholine EC100; activation, % at 3 µM; actives 0.33% (n = 360,000);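 active means activation above the run's mean compound activation plus 3 SD, cut at about 16% in these data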;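 further: peak over basal fluorescence ratio within a 140 s kinetic read after compound addition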
CHO-K1 Ca antag – M1 antagonist counterscreen hit in parental CHO-K1 cells. ATP-induced calcium, Fluo-8 fluorescence. inhibition, % at 3 µM. actives 0.6% (n = 360,000);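 active means inhibition above a per-plate cutoff, the plate's mean sample inhibition plus 3 SD, cut at about 24% in these data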;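 further: 0% = DMSO plus EC80 ATP and 100% = DMSO alone without ATP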
Numbers without * were called inactive; nt = no result given. Outcome played no part in choosing rows; about 4.4% have a hit in one of these screens.

SMILES	M1 antag	CHO-K1 Ca ag	CHO-K1 Ca PAM	TAAR1 antagonist	CHO parental Ca	M1 PAM	TAAR1 agonist	M1 ag	CHO-K1 Ca antag
Clc1nnc(N2CCCCC2)c2ccccc12	-17	0.4	20	-13	-18	18	0	-10	-9
CCN1CCN(C(=O)c2ccc(-c3nc4ccccc4s3)s2)CC1	0	0.6	8	4	-17	-1	0	-6	-3
COCOCCn1cc(CN2CCS(=O)(=O)N(Cc3ccc(-c4ccc(OC)nc4)cc3)C(C(C)C)C2=O)nn1 (stereo unspecified)	-5	1.0	2	-6	nt	5	2	-2	-10
CCCCCCCCn1c2c(c(=N)c3c1CCC3)CCCC2	25	4.7	-11	-2	22	-15	7	-8	33*
CCCCN(CC)C(=O)CSc1cc(=O)n(C)c2ccccc12	2	0.9	5	11	-14	1	0	-2	1
CC(NC(=O)COC(=O)CNC(=O)c1ccc(-c2ccccc2)cc1)c1ccccc1 (stereo unspecified)	-17	1.2	18	-5	6	10	0	1	-8
CCN(CC)S(=O)(=O)c1nnc(NC(=O)c2ccco2)s1	-1	0.8	-8	-31	2	2	3	-5	-3
CC1CC(C)CN(c2ncnc3c2cnn3-c2ccc(Cl)cc2)C1 (stereo unspecified)	11	0.1	0	-13	-10	-4	1	-2	-1
COc1cn(-c2ccccc2)nc1C(=O)NCc1ccccc1	-27	-0.5	5	13	-16	33*	1	2	-16
O=C(CSc1ccc(-c2ccccn2)nn1)Nc1cccc(F)c1	-16	6.8	-6	3	-16	6	5	1	8
C=CCn1c(=O)c(C(=O)NCc2ccccc2Cl)c(O)c2ccccc21	-23	0.4	-2	1	-27	10	0	-2	2
CCOC(=O)c1ccccc1OCc1cc(/C=N/n2cncn2)ccc1OC	10	3.0	1	35	-17	-5	23	2	11
Nc1c(C(=O)NC2CCCC2)sc2nc(-c3cccs3)ccc12	-11	0.5	11	-2	-10	7	4	-1	4
COC(=O)c1cc(NC(=O)c2cccnc2)cc(C(=O)OC)c1	-6	0.6	-12	-5	-9	3	2	-1	4
COCCn1c(-c2ccco2)csc1=Nc1cccnc1	2	0.6	10	nt	-22	0	nt	-7	-5
CC[n+]1c(C)sc2c(C)cc(C)cc21	-26	0.5	20	-12	-8	7	1	-2	-1
Cc1ccn2cc(C(=O)Nc3nnc(C)s3)nc2c1	5	0.8	11	-13	-5	-1	19	-3	-19
Nc1[nH]c(C(=O)c2ccccc2)c(-c2ccccc2C(F)(F)F)c1C(=O)NCCc1c[nH]c2ccccc12	nt	0.8	17	-10	nt	nt	11	nt	-32
Cc1ccccc1OCc1nc(-c2ccc(NC(=O)c3ccco3)cc2)no1	-2	0.7	-9	30	2	-9	7	-1	19
CCN(CC)S(=O)(=O)c1ccc(S(=O)(=O)N(CC(=O)Nc2ccccc2)CC2CCCO2)cc1 (stereo unspecified)	-5	2.4	11	27	-22	1	6	-9	-12
NNC(=O)CN1C(=O)C2(OCCO2)c2ccccc21	-12	1.2	5	-5	nt	10	1	1	-10
COc1cccc(/C=C2\CC(C)Cc3c2nc2ccccc2c3C(=O)O)c1OC (stereo unspecified)	-15	0.7	15	-9	-6	6	0	-3	-6
COc1ccc(-c2ccc(Nc3ccc(S(=O)(=O)N4CCCC4)cc3)nn2)cc1OC	20	5.8	-2	46	-7	-9	10	-9	-4
C=CCN(C(=O)c1csnn1)C(C(=O)NCc1ccc(F)cc1)c1cccs1 (stereo unspecified)	-2	1.6	15	-5	-12	3	3	-7	-14
C=C(C)C1CC=C(C)/C(=N\NC(=O)CCC(=O)Nc2ccc(C)c(C)c2)C1 (stereo unspecified)	-17	0.5	23	-6	-6	8	-1	-3	-20
CCOC(=O)C1CCCN(C2=C(NS(=O)(=O)c3ccc(Br)cc3)C(=O)c3ccccc3C2=O)C1 (stereo unspecified)	30	3.9	-9	62*	-20	-20	21	41*	5
CNc1ncc(C(=O)c2ccc(Br)cc2)s1	4	0.8	16	17	nt	5	-1	-8	-1
CN(Cc1ccon1)C(=O)CC1C(=O)NCCN1Cc1ccccc1C(F)(F)F (stereo unspecified)	-7	0.8	10	-13	nt	4	1	-2	-8
Cc1ccc(C(=O)Nc2nc(-c3ccccn3)cs2)s1	11	3.0	-17	1	-12	-10	5	-5	-1
COc1cc(OC)c(OC)cc1CN1CCN(S(=O)(=O)c2ccc(NC(C)=O)cc2)CC1	3	0.0	1	15	-19	6	6	-12	-3

Quoted at random: four records from the list
SMILES	M1 antag	CHO-K1 Ca ag	CHO-K1 Ca PAM	TAAR1 antagonist	CHO parental Ca	M1 PAM	TAAR1 agonist	M1 ag	CHO-K1 Ca antag
C=C(C)C1CC=C(C)/C(=N\NC(=O)CCC(=O)Nc2ccc(C)c(C)c2)C1 (stereo unspecified)	-17	0.5	23	-6	-6	8	-1	-3	-20
NNC(=O)CN1C(=O)C2(OCCO2)c2ccccc21	-12	1.2	5	-5	nt	10	1	1	-10
CN(Cc1ccon1)C(=O)CC1C(=O)NCCN1Cc1ccccc1C(F)(F)F (stereo unspecified)	-7	0.8	10	-13	nt	4	1	-2	-8
Cc1ccccc1OCc1nc(-c2ccc(NC(=O)c3ccco3)cc2)no1	-2	0.7	-9	30	2	-9	7	-1	19

(further entries)
SMILES	M1 antag	CHO-K1 Ca ag	CHO-K1 Ca PAM	TAAR1 antagonist	CHO parental Ca	M1 PAM	TAAR1 agonist	M1 ag	CHO-K1 Ca antag
O=C1c2ccccc2C(c2nnnn2C2CCCCC2)N1CCc1ccc(O)cc1 (stereo unspecified)	nt	2.9	0	11	nt	nt	3	nt	-2
COc1ccc(NC(=O)CN2C(=O)COc3ccccc32)cc1OC	-1	0.3	1	-4	-16	1	4	-2	-3
CC(=O)Nc1ccc(N/C(N)=N/c2nc(C)cc(C)n2)cc1	-3	0.1	-8	0	-15	2	1	-13	13
CCCCNC(=O)COC(=O)c1ccc(N(C)C)cc1	-7	0.4	0	-3	4	6	0	-7	-5
Cc1ccc(/C=C(\C#N)c2nc3ccccc3[nH]2)s1	-7	1.9	21	-10	-22	2	5	1	-16
CN1CCN(c2ccccc2NC(=S)NC(=O)c2cc3ccccc3o2)CC1	-5	4.9	16	-3	-15	5	1	-4	-5
CCn1c2ccccc2c2nn(C)c(=N)nc21	0	-0.4	3	-6	-16	2	3	-4	9
COc1ccccc1NC(=O)/C=C\c1ccco1	-7	0.4	8	7	2	-1	1	-3	-8
O=C(N/N=C\c1ccc(COc2ccc([N+](=O)[O-])cc2)o1)c1cccc(Cl)c1	0	1.9	19	56*	8	-10	16	0	-4
O=C(NCCO)c1nc2ccccc2s1	-8	0.3	11	1	-6	17	1	-2	0
Cc1ccc(NNS(=O)(=O)c2ccc(C)cc2)cc1	-6	0.7	20	-20	6	7	9	-1	-9
O=C(NNC(=O)c1ccc([N+](=O)[O-])cc1)c1ccc(NS(=O)(=O)c2cccs2)cc1	-10	0.7	16	-28	-2	2	4	-4	-10
Cc1oc(-c2ccccc2F)nc1CS(=O)CC(=O)NC1CC1 (stereo unspecified)	-9	0.4	18	-11	-21	7	1	-4	-12
Cc1cc(-c2ccco2)n(CC(=O)NCCCc2ccccc2)n1	-2	0.2	3	-25	-4	2	-2	-2	5
O=C(Cc1cccc2ccccc12)Nc1ccccc1C(=O)O	-14	-0.1	14	-5	1	7	9	0	2
COc1ccc(S(=O)(=O)O/N=C2\CCCc3ccccc32)cc1	-11	0.8	20	15	3	8	4	-2	-11
COc1ccc(C(C)(NC(C)=O)c2nc(-c3ccc(S(C)(=O)=O)cc3)cs2)cc1 (stereo unspecified)	-2	0.7	0	2	nt	4	0	-1	-10
COc1cc(CCC(=O)Nc2ccc(C)c(S(=O)(=O)N3CCCCCC3)c2)cc(OC)c1OC	23	9.8	-7	50*	-8	-16	15	2	8
CCOC(=O)C1CCN(c2cc(C)nc3ccc(OC)cc23)CC1	0	1.1	5	-20	-14	-1	1	-8	-14
COc1ccc(NC(=O)CN(C)C(=O)Cn2c(=O)oc3ccccc32)cc1	-1	0.2	17	-19	-5	11	4	-5	-5
CCc1nc2c(OCc3cc(Cl)cc(Cl)c3)cccn2c1N(C)C(=O)c1ccccc1F	3	0.4	-6	6	nt	-8	9	-8	-1
COc1ccc(OC(C)C(=O)N(C)Cc2nc(-c3ccc(OC)cc3)no2)cc1 (stereo unspecified)	-5	10	2	5	10	2	-2	-3	-4
CC(=O)Nc1ccc(C(=O)OCc2ccc(Br)cc2)cc1	-9	0.8	17	23	-13	12	1	-1	5
Cc1ccc(C)c(S(=O)(=O)N2CCCC2CNC(=O)C(=O)NCC2CCCO2)c1 (stereo unspecified)	5	0.3	7	-2	-1	0	3	-4	-3
COc1ccc(CNC(=O)COC(=O)[C@H](Cc2ccccc2)NC(=O)c2cccs2)cc1	-1	1.6	14	34	-14	2	2	-3	-20
CC(=O)Nc1cc(-c2ccccc2N(C)C)cn2c(-c3ccc(S(C)(=O)=O)cc3)cnc12	11	1.5	-11	6	nt	-3	6	-5	13
O=C(Nc1ccc2oc(-c3ccncc3)nc2c1)c1ccc2c(c1)OCO2	-12	2.0	25	-9	-18	4	4	-3	-16
N#CC1(NC(=O)COC(=O)C2CCN(S(=O)(=O)c3ccc4c(c3)OCCO4)CC2)CCCCC1	-5	0.8	0	10	nt	9	0	-6	-1
CSc1cccc(NC(=O)CCNC(=O)c2ccco2)c1	-1	1.1	12	2	-8	4	6	-2	-15
Cc1c(NC(=O)C(C)OC(=O)c2ccc([N+](=O)[O-])s2)c(=O)n(-c2ccccc2)n1C (stereo unspecified)	17	0.5	-12	-2	3	-5	3	-2	1
Cc1cccc(OCCNC(=O)c2ccc(Oc3ccc(C(F)(F)F)cc3[N+](=O)[O-])cc2)c1	10	3.6	24	8	-17	-7	4	-1	-2
Cc1ccc(C2=NNC(=Nc3ccc(F)cc3)SC2)cc1	-12	0.1	17	-38	nt	9	2	-1	-18
CCOC(=O)C(=O)Nc1nnc(COc2ccccc2)s1	-6	-0.1	-8	-11	0	8	3	-3	-7
CCOC(=O)CNC(=O)C1(NC(=O)CNC(=O)OCc2ccccc2)CCCC1	-27	0.4	2	-8	nt	17	1	-2	-7
CCCNC(=O)CCn1nc(-c2ccc(Cl)cc2)c2ccccc2c1=O	5	0.7	-2	-12	-29	2	1	-3	-7
CCN(CC)CC#CCC(O)(c1ccccc1)c1ccccc1	93*	1.0	5	-9	-10	-25	1	-7	-9
CC[C@@]1(C(=O)OC)N[C@H](CN(C)S(=O)(=O)c2ccccc2)[C@@H]2C(=O)N(Cc3ccccc3)C(=O)[C@@H]21	-14	0.8	8	13	-15	10	1	-1	5
COc1cccc(N2CCN(CC(=O)C34CC5CC(CC(C5)C3)C4)CC2)c1	-4	-0.1	23	13	-9	4	4	-5	-6
